USP2a inh: qHTS Assay for Inhibitors of Ubiquitin-specific Protease USP2a Using CHOP2 as the Reporter; Ubiquitin carboxyl-terminal hydrolase 2 (Homo sapiens), O75604; USP2 core, Ub-CHOP2 coupled fluorogenic reporter, 485/531; Potency, µM (doses to about 38.3 µM), without a hit: at the top dose activity change, negative = inhibition, most hits filed as inhibitors; hit rate 0.01% among 330,000; AID 463254, 2010;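 also: potency is read from the fitted curve at half-maximal effect; plate controls were DMSO wells for no effect and full inhibition by NEM control for full effect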
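Cell-free coupled assay: 10nM USP2 core preincubated 30min RT with compound in Tris-HCl pH 8.0/CaCl2/CHAPS buffer, then 25nM Ub-CHOP2 and 25nM reporter substrate; fluorescence (Ex 485/Em 531) read after 60min RT, normalized to NEM inhibition, concentration-response curves fitted.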
KCNH2 3.1 block: qHTS for Inhibitors of KCHN2 3.1: Mutant qHTS; AID 720553, 2013; Potassium voltage-gated channel subfamily H member 2, brain isoform KCNH2 3.1 (human); U2OS KCNH2 3.1, thallium flux FluxOr; stronger effect = lower value; hit rate 0.95% among 340,000; activity change, % (tested at about 1.8 µM);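 active = maximum activity change below -70%; inconclusive = maximum activity change from -70% to -50%; inactive = maximum activity change above -50%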;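 also: thallium influx rate constant from kinetic fluorescence after stimulation buffer; % is scaled to controls: 0 for no effect and ±100 for the full control effect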
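U2OS cells transduced with KCNH2 3.1 mutant virus (1.77 x 10^8 /mL, 4 h), plated overnight at 37 C, loaded 45 min with FluxOr dye plus Red40 quencher. Thallium flux rate constant from kinetic reads after stimulation buffer, normalised to controls.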
hERG WT inh: qHTS for Inhibitors of KCHN2 3.1: Wildtype qHTS; activity change, % at 1.84 µM; Voltage-gated inwardly rectifying potassium channel KCNH2 (Homo sapiens), Q12809; U2OS, BacMam KCNH2, thallium flux FluxOr; stronger effect = lower value; hit rate 0.37% among 340,000;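 active = maximum activity change below -70%; inconclusive = maximum activity change between -70% and -50%; inactive = maximum activity change above -50%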; also: % is scaled to controls: 0 for no effect and ±100 for the full control effect
Target sequence (Q12809 whole entry, looked up): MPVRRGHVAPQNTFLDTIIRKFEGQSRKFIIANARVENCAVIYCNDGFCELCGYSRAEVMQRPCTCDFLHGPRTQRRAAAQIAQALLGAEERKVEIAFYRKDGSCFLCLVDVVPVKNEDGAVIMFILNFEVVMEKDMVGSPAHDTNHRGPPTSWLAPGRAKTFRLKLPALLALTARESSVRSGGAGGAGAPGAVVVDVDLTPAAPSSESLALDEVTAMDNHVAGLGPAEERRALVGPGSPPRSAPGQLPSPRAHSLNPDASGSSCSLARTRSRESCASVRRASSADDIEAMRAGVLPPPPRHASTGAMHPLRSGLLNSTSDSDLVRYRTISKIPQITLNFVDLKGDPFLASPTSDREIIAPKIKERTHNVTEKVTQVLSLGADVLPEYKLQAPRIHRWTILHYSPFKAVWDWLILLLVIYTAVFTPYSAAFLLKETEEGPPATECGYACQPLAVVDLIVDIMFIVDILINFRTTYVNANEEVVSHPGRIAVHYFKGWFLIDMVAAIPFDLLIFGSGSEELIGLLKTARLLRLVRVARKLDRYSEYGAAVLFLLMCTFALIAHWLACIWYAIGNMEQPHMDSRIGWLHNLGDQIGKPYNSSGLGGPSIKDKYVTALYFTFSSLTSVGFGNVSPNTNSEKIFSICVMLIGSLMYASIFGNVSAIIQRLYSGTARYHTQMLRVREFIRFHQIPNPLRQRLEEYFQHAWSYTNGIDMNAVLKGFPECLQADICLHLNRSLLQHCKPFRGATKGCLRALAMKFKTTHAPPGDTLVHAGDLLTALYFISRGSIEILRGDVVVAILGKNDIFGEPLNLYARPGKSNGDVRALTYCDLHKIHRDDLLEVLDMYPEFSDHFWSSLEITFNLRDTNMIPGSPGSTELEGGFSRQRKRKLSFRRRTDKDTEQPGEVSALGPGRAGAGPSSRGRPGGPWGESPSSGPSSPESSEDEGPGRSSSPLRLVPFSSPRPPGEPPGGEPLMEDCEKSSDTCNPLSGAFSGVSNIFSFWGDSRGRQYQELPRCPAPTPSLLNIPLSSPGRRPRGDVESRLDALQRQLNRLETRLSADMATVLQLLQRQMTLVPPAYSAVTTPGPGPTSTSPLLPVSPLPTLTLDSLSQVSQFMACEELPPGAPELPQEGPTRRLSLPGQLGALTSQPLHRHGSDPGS
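U2OS cells transduced with wild-type KCNH2 virus are loaded with FluxOr dye for 45 min, and thallium flux is measured in kinetic reads before and after stimulation buffer. Rate constants are normalized to DMSO controls.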
Eya2 inh: qHTS Assay for Inhibitors of the Phosphatase Activity of Eya2 | hit rate 0.006% among 330,000 | Potency, µM (doses to about 76.9 µM), inactives show at the highest dose activity, negative = inhibition, hits mostly inhibitors | recombinant Eya2, OMFP fluorescence dephosphorylation (OMFP is methylfluorescein phosphate); also: potency is read from the fitted curve at half-maximal effect; % is scaled to controls: 0 for no effect and ±100 for the full control effect
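Eya2 (0.2 uM) preincubated 10 min at ambient with compound, then OMFP substrate added at 50 uM; 10 min reaction in 50 mM HEPES pH 7.5, 50 mM NaCl, 5 uM MgCl2, 0.05% BSA, 1 mM DTT. Fluorescence read at Ex 485/Em 525 nm.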
TSHR antag: Antagonists of the Thyroid Stimulating Hormone Receptor: HTS campaign. Thyrotropin receptor (Homo sapiens), P16473. TSHR-expressing cells, TSH-stimulated cAMP HTRF, 2 h; stronger effect = lower value. hit rate 0.2% among 330,000. activity change, negative = inhibition, % at 11.5 µM;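 active = activity change below a set negative limit, meaning inhibition stronger than a set level, cut at about -70% in these data; inconclusive = activity change between two set negative limits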; also: % is scaled to controls: 0 for no effect and ±100 for the full control effect
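Cell-based HTRF cAMP assay; TSHR cells + compound, TSH EC80 (4nM final), 2 h, 37 deg C. Lysis with anti-cAMP cryptate and cAMP-d2, 30 min RT, read 665/620 nm.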
TRPV1 ag: HTS Assay for Compounds that Act as Agonists of the Vanilloid Receptor 1; Transient receptor potential cation channel subfamily V member 1 (Homo sapiens), Q8NER1; TRPV1-expressing cells, Fluo-8 calcium influx, agonist mode; activation, % at 8.33 µM; hit rate 0.19% among 320,000; AID 540275, 2011; in the data active = activation above about 80%; inconclusive = between about 30% and that limit; also: 0% is about no effect
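Fluo-8 calcium influx in TRPV1-expressing cells, kinetic read (ex 480/em 520 nm). Compound added and read 3 min for agonist activity, followed by capsaicin at EC20 final and 2 min further read for enhancement.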
AT treatment: qHTS Assay for Identifying a Potential Treatment of Ataxia-Telangiectasia; […] A-T fibroblasts, KAP-1 phosphorylation AlphaLISA; neocarzinostatin DNA damage 30 min before lysis; Potency, µM (doses to about 57.5 µM), for the others: top-dose activation, actives largely listed as activators; hit rate 0.19% among 320,000; AID 485349, 2010; also: potency is read from the fitted curve at half-maximal effect; % of control where 0% means no effect; nearly all actives have a fitted effect of over 45% in size
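hTERT-immortalized A-T patient fibroblasts ([…]), 500 cells/well in OPTI-MEM, 1% FBS, got compounds for 60 min, then NCS for 30 min at 37C. Lysates were then assayed for phospho-KAP-1 by AlphaLISA (anti-pKAP1 donor, anti-KAP1 acceptor beads), 6 hr at 25C.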
TCR act: Activators of T cell receptors: qHTS campaign | Potency, µM (doses to about 9.22 µM), inactives show at the highest dose activation of IL-2 secretion, most hits filed as activators | primary human leukocytes, anti-CD3, IL-2 HTRF, 48 h | 330,000 tested, under 10 active | AID 504894, 2011; also: % of control where 0% means no effect
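48 hr co-incubation of compounds, a-CD3 beads and primary human leukocytes; IL-2 quantified homogeneously by HTRF with anti-IL-2 K and d2 conjugates.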
Mito fusion act: qHTS Assay for Small Molecule Inhibitors of Mitochondrial Division or Activators of Mitochondrial Fusion; S. cerevisiae fusion-defective mutant growth rescue, CellTiterGlo 48 h; Potency, µM (top dose mostly 46.1 µM), without a hit: at the highest dose growth rescue (activation), usual class: activators; hit rate 0.23% among 320,000;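 also: potency is read from the fitted curve at half-maximal effect; % of control where 0% means no effect; nearly all actives have a fitted effect of over 45% in size; temperature-sensitive fusion mutants such as fzo1-1 at 37 °C on non-fermentable ethanol glycerol medium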
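Growth-rescue viability read-out: after 48 h at the non-permissive 37C in glycerol/ethanol YPEG, yeast mitochondrial fusion mutants are measured by CellTiterGlo luminescence; compounds (23 nl pinned per well) restoring growth score as division inhibitors or fusion activators.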
ELG1 DNA repair: qHTS screen for small molecules that inhibit ELG1-dependent DNA repair in human embryonic kidney (HEK293T) cells expressing luciferase-tagged ELG1 | HEK293T ELG1-luciferase reporter, luminescence, 16 h; DNA damage induced by 5-fluorouridine | Potency, µM (highest dose often 46.1 µM), inactives show top-dose activity change, negative = inhibition, most hits filed as inhibitors | hit rate 2.3% among 330,000 | AID 504467, 2011; also: potency is read from the fitted curve at half-maximal effect; % is scaled to controls: 0 for no effect and ±100 for the full control effect; nearly all actives have a fitted effect of over 55% in size
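Quantitative HTS, concentration-response format. 2,000 cells/well co-treated with 5-fluorouridine and compound, 16 hr in 5% CO2 at 37 °C; ONE-Glo luminescence read after 30 min.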
* = called active by the depositor; ? = inconclusive; . = not tested or not shown; [ ] = remark or other dose. Unless noted, calls follow the shape of the dose curve; as a rule, active = well fitted curve in the direction sought with a large enough effect; inconclusive = small, poorly fitted or top-dose-only effect, or another doubt; inactive = no such curve, though single readings can be large; an effect the other way counts as inactive or inconclusive. The list is partial; rates above refer to the full screens.

mol	USP2a inh	KCNH2 3.1 block	hERG WT inh	Eya2 inh	TSHR antag	TRPV1 ag	AT treatment	TCR act	Mito fusion act	ELG1 DNA repair
O=C(c1cc(C(=O)NCc2ccccc2)c(=O)n(Cc2ccccc2)c1)c1cc(Cl)ccc1O	-14%	-38	-5	-1%	-11	-1	-9%	-1%[46.1 µM]	27%	?
Cc1c(N=Nc2c(O)n(Cc3ccccc3)c(=O)[nH]c2=O)c(=O)n(-c2ccccc2)n1C	1%	0	2	-3%	-7	-4	-2%	-5%[46.1 µM]	-5%	?
CCOP(=O)(OCC)C(NC(=O)c1ccccc1Cl)=C(Cl)Cl	1%	1	-1	0%	5	-3	-1%	-3%	-2%	6%
CCCOC(=O)c1ccc(-[n+]2c(-c3ccccc3)cc(-c3ccccc3)cc2-c2ccccc2)cc1	-1%	-10	-14	-4%	12	-2	6%	-2%	-19%	-25%
CN(C)C(=O)Oc1ccc(-c2nnco2)cc1	-2%	-1	3	5%	18	-4	-3%	-30%	-7%	30%
CCC(=Nc1ccc2c(c1)CCC2)c1c(O)n(-c2ccc(OC)cc2)c(=O)[nH]c1=O	1%	4	-104*	-6%	-2	3	-11%	-6%	2%	-14%
CCN1C(=O)NC(=O)/C(=C\c2cn(CC(=O)O)c3ccccc23)C1=O	2%	.	.	6%	0	1	-7%	.	5%	11%
C=CCN1C(=O)NC(=O)/C(=C/c2cnc(SC)nc2)C1=O	5%	-13	5	-29%	-5	1	0%	-3%	2%	-24%
COc1ccc(CCn2c(O)c(C=NCCN3CCCCC3)c(=O)[nH]c2=O)cc1OC	-3%	-2	-3	-2%	8	3	-1%	1%	0%	6%
CN1CC[C@]23c4c5ccc(OC6OC(C(=O)O)[C@@H](O)C(O)[C@H]6O)c4OC2C(O)C=CC3[C@H]1C5 (some centres undefined)	3%	15	-14	-2%	-9	.	1%	4%	.	9%
Cc1cc(C(=O)OCC(=O)Nc2cccc(F)c2)c(C)n1C1CC1	-2%	9	-6	-8%	4	8	-19%	2%	11%	-6%
O=C1NC(=O)C(=Cc2ccc(SC3CCCCC3)o2)C(=O)N1	0%	16	1	-3%	-7	-1	-1%	6%	-7%	?
COC(=O)C1=C(c2ccc(F)cc2OCc2ccccc2)C[C@@H]2CC[C@H]1N2C(=O)NCc1ccc(Cl)cc1	-3%	?	-23	-5%	-10	6	3%	-1%	26%	-28%
FC(F)(F)c1cccc(NC2=NCCCS2)c1	0%	9	0	12%	0	-1	3%	.	-5%	-14%
NNCc1cccc(O)c1	0%	9	-1	6%	-2	-3	-11%	3%	1%	0%
Cc1nc2ccccc2c(=O)n1-c1ccc(Br)cc1[N+](=O)[O-]	3%	25	24	2%	-4	0	-2%	1%	5%	-1%
CN1C(=O)/C(=C/c2ccc(N3CCCCCC3)o2)C(=O)NC1=S	4%	-1	-3	-4%	5	13	-4%	-5%[46.1 µM]	-8%	?
Cc1ccc(-n2nc(C)c3c2OC(N)=C(C#N)C3c2ccc(F)cc2)cc1 (centres undefined)	-1%	0	3	18%	13	-2	-4%	2%	-2%	?
O=C(Nc1ccccc1OC(=O)N1CCOCC1)N1CCOCC1	-1%	27	20	-6%	6	5	18%	-3%	5%	13%
O=S1(=O)CC2(N3CCOCC3)CCCCC21 (centres undefined)	1%	-94*	-15	-23%	0	6	-4%	-15%	0%	9%

A second format for part of the listing above:
Results follow in this order: USP2a inh	KCNH2 3.1 block	hERG WT inh	Eya2 inh	TSHR antag	TRPV1 ag	AT treatment	TCR act	Mito fusion act	ELG1 DNA repair
Cc1ccc(-n2nc(C)c3c2OC(N)=C(C#N)C3c2ccc(F)cc2)cc1 (centres undefined)
  -1%	0	3	18%	13	-2	-4%	2%	-2%	?
Cc1cc(C(=O)OCC(=O)Nc2cccc(F)c2)c(C)n1C1CC1
  -2%	9	-6	-8%	4	8	-19%	2%	11%	-6%
Cc1nc2ccccc2c(=O)n1-c1ccc(Br)cc1[N+](=O)[O-]
  3%	25	24	2%	-4	0	-2%	1%	5%	-1%
FC(F)(F)c1cccc(NC2=NCCCS2)c1
  0%	9	0	12%	0	-1	3%	.	-5%	-14%
CN1C(=O)/C(=C/c2ccc(N3CCCCCC3)o2)C(=O)NC1=S
  4%	-1	-3	-4%	5	13	-4%	-5%[46.1 µM]	-8%	?

(continued)
mol	USP2a inh	KCNH2 3.1 block	hERG WT inh	Eya2 inh	TSHR antag	TRPV1 ag	AT treatment	TCR act	Mito fusion act	ELG1 DNA repair
O=C(c1ccc(Cl)cc1)C1CCCN(C2CCSCC2)C1 (centres undefined)	0%	?	-21	-10%	0	19	-6%	-1%	5%	0%
COc1ccc(OC)c(-n2c(O)c(/C=C3\C=Nc4ccccc43)c(=O)[nH]c2=O)c1	3%	3	-1	-17%	12	-2	?	-2%	0%	12%
CCCCOc1ccc(CN2CCN(CC)CC2)cc1	0%	16	3	-20%	2	-1	.	0%	-4%	?
COC(=O)C1=C(c2c(C)noc2C)C[C@@H]2CC[C@H]1N2C(=O)NCCOc1ccc(OC)cc1	2%	2	-8	-4%	-10	-1	14%	-5%	-6%	8%
CCOP(=O)(Cc1ccc(C(=O)CC)o1)OCC	1%	4	0	2%	24	0	45%	-1%	-3%	0%
CCC(=NCc1cccnc1)c1c(O)n(-c2ccccc2C)c(=O)[nH]c1=O	1%	-17	12	?	6	0	-4%	-5%	0%	6%
COc1ccccc1CC(=O)Nc1ccc2c(c1)OC1(CCCC1)O2	-10%	-12	-4	3%	16	.	11%	-2%	.	?
CC1CC(OC(=O)c2ccccc2)(c2ccccc2)C(C)CN1C (centres undefined)	2%	0	-1	21%	1	-3	-2%	8%	-8%	4%
CN1C(=O)C(=Cc2ccc(Sc3ccccc3)o2)C(=O)N(C)C1=O	0%	-3	-4	5%	-5	2	1%	0%	2%	7%
OCCNCCc1c[nH]c2ccc(OCc3ccccc3)cc12	2%	-47	-2	9%	-4	-1	2%	-1%	9%	3%
O=C(NC(=S)N1C[C@H]2C[C@H](C1)c1cccc(=O)n1C2)c1ccc(Cl)cc1Cl	-4%	-4	1	9%	11	0	-12%	4%	-3%	23%
COc1ccc(S(=O)(=O)N2CCOCC2)cc1NC(=O)COC(=O)Cc1ccccc1	4%	-36	-12	-2%	.	.	16%	2%	.	22%
COc1cc(OC)c(OC)cc1CNCCc1ccc(OC)c(OC)c1	1%	-7	-1	8%	-6	1	0%	-1%	1%	0%
C[C@H]1CC[C@@H]2N(C1)C[C@H]1[C@@H]3C[C@H]4[C@@H](CC(=O)[C@H]5C[C@@H](O)CC[C@@]54C)[C@@H]3CC[C@H]1[C@]2(C)O	7%	6	2	1%	3	0	2%	-3%	2%	-1%
Clc1ccc2c(c1)C(c1ccccc1Cl)=NCc1nnc(N3CCN(CCSc4ccccc4)CC3)n1-2	4%	-12	-153*	8%	6	2	1%	-4%	8%	3%
Cc1cc(O)c2c(c1)OC(C)(C)C1=C2CC(C)CC1 (centres undefined)	3%	-13	14	-8%	-16	13	18%	-10%	-6%	-18%
CN(C(=O)COC(=O)c1cn(C)c2ccccc12)C1CCCCC1	1%	-4	2	-16%	2	4	-7%	5%	4%	10%
Cc1nc2nc(SCC(=O)N3CCC4(CC3)OCCO4)nn2c(C)c1Cc1ccccc1	-5%	1	3	10%	7	2	.	1%	-2%	6%
O=C(c1cc2c(s1)-c1ccccc1OC2)N1CCC2(CC1)OCCO2	-1%	-3	-28	-24%	-17	?	11%	.	0%	?
COc1ccccc1CNCCc1ccc(F)cc1	5%	-14	21	-5%	-6	2	5%	-6%	-7%	-7%
O=C(c1ccc2nc(-c3ccco3)c(-c3ccco3)nc2c1)N1CCC2(CC1)OCCO2	1%	-1	1	8%	1	2	-5%	2%	-3%	-9%

High-throughput results as filed in PubChem.
